CSN inh: blocks human CSN-mediated cullin deneddylation; Q92905; Purified CSN, SCF-Nedd8-OG deneddylation, fluorescence polarization; inhibition, % at 12.5 µM; 0.38% of 360,000 active; AID 651999;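 active = pattern-corrected inhibition above about 35%, with an unprinted fluorescence ratio check between 0.5 and 1.5, limit read from the data, passing the limit was not always enough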;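 note: 0% = enzyme with substrate and 100% = substrate without enzyme; some results filed as inactive read as strong as hits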
Target sequence (Q92905 whole entry, looked up, one chain of several): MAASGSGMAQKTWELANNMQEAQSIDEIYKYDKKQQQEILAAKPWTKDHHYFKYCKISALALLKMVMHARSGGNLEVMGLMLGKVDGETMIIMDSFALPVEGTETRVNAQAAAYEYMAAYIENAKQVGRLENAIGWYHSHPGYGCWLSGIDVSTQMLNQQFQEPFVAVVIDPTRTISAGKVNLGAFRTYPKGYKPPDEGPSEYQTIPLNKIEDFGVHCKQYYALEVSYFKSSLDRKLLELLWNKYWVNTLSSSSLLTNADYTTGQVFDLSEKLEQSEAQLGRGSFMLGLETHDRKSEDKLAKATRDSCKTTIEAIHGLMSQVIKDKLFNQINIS
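Assay system: Purified human Csn5 enzyme expressed in HEK293T cells | Amount: Enzyme 0.24 nM | Measured by: Fluorescence polarization readout | Medium: Tris/NaCl/DTT buffer, pH 7.5 | Compound dosing: One concentration, 12.5 µM, 0.25% DMSO | Times: 90 min incubation of compound, enzyme and substrate at room temperature | Control set: no-enzyme wells high, enzyme-with-substrate wells low | Read-out: % inhibition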
Tb MetRS inh: Trypanosoma brucei MetRS inhibition; purified T. brucei MetRS, ATP depletion, Kinase-Glo luminescence; inhibition, % at 11.9 µM; 0.4% of 360,000 active; AID 624268;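 active = inhibition above a per-plate cutoff of the control wells' mean inhibition plus 3 SD, cut at about 5.5% in these data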;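 note: 0% = DMSO wells median and 100% = median of wells with control inhibitor compound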
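Dosing: 11.9 µM single point; system: parasite MetRS enzyme; technique: luminescence of leftover ATP; times: 15 min enzyme-compound preincubation, 2 h reaction, 10 min detection, 25 °C; replicates: each compound tested once; read-out basis: percent inhibition relative to median high and low control wells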
LMPTP block: blocks human LMPTP phosphatase; recombinant LMPTP-A, OMFP fluorogenic substrate, fluorescence intensity; inhibition, % at 20 µM; 0.22% of 360,000 active; AID 651560;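 active = compounds that cut the enzyme signal by at least half of the control window in the single-dose screen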;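 note: plate controls were DMSO wells with enzyme plus substrate for no effect and substrate without enzyme for full effect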
Target sequence (P24666 whole entry, looked up): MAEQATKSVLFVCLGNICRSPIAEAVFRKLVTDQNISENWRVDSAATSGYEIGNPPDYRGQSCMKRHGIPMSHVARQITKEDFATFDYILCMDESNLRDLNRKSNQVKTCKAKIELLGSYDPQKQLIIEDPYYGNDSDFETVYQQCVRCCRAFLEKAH
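Test system: LMPTP-A phosphatase enzyme; input: 0.625 nM LMPTP-A final; reagent: OMFP substrate, 400 µM final; compound dosing: 20 µM single dose, 3% DMSO; incubation: 50 min dark incubation at room temperature; measured by: endpoint fluorescence intensity from OMFP dephosphorylation; measure: % inhibition relative to no-enzyme and uninhibited control wells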
MsrA inh: bovine MsrA inhibition; purified bovine MsrA, absorbance read-out; inhibition, % at 15.5 µM; 0.75% of 360,000 active; in the data active = inhibition above about 4.5%;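 note: 0% = vehicle wells with enzyme and 100% = reference inhibitor wells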
Rpn11 block: blocks the human proteasome subunit Rpn11. human 26S proteasome, Ub4-pepOG fluorescence polarization; 20S core pre-blocked with epoxomicin. calls only at 20 µM. 0.59% of 360,000 active. AID 588493;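 active = inhibition at 20 µM, scaled to each plate's controls, above about 33%, limit read from the data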
Target sequence (O00487 whole entry, looked up): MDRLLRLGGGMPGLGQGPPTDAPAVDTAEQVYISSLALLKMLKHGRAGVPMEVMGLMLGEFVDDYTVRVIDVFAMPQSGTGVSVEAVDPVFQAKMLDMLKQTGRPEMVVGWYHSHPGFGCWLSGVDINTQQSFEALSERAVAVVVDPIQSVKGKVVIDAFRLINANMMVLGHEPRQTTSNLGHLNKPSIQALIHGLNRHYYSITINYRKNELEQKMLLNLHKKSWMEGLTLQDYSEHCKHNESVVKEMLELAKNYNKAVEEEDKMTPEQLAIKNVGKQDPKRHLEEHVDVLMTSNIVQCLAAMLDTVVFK
SUMO1 PPI mod: SUMO1-SIM interaction modulation | P63165 | SUMO1 binding to a labelled peptide, TR-FRET, 1 h | inhibition, % at 20 µM | 0.33% of 360,000 active | AID 602429; in the data active = inhibition above about 37%
Target sequence (P63165 whole entry, looked up): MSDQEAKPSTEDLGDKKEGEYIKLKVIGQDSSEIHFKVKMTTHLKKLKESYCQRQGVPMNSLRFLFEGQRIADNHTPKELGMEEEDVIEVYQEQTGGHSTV
DNMT1 block: DNMT1 (human) enzyme inhibition; P26358; DNMT1 molecular beacon, Hinp1I cleavage, fluorescence; inhibition (reported as % activation of signal), % at 10 µM; 0.83% of 360,000 active; AID 588458; in the data active = inhibition above about 50%
Scp1 inh: blocks human Scp-1 phosphatase activity | AID 493091 | Q9GZU7 | 0.88% of 340,000 active | inhibition, % at 20 µM | Recombinant Scp1, phosphopeptide, malachite green phosphate absorbance;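 active = inhibition above about 50% at 20 µM, limit read from the data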;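 note: plate controls were DMSO wells with enzyme for no effect and wells lacking enzyme for full effect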
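System: SCP-1 catalytic domain; Reagent: Phospho 17-mer peptide substrate; Doses: one concentration, 20 µM, with 1.0% DMSO; Incubation: 45 min room-temperature reaction, 5 min colour, 30 min stabiliser; Signal: Phosphate-binding colour reagent, absorbance read at 630 nm.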
NadD inh: inhibitors of Staphylococcus aureus NadD; purified NadD enzyme, colorimetric absorbance read-out; AID 602399; 0.78% of 360,000 active; inhibition, % at 20 µM; in the data active = inhibition above about 26%; note: some compounds past the cut are filed as inactive
STEP block: inhibitors of human striatal-enriched phosphatase STEP. P54829. recombinant STEP, OMFP fluorogenic substrate, fluorescence. inhibition, % at 20 µM. 0.25% of 360,000 active. AID 588621;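 active = inhibition at 20 µM, scaled per plate between control wells, above about 37%, limit read from the data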;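 note: 0% = DMSO with enzyme and substrate and 100% = substrate only without enzyme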
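System: STEP (striatal-enriched tyrosine phosphatase) enzyme, cell-free; medium: Bis-Tris pH 6.0 buffer with DTT, detergent; dosing: 20 µM, 1% DMSO; times: reaction 20 min, ambient temperature; detection: fluorescence, 480/540 nm; read-out basis: normalized % inhibition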
Starred values were filed as active, the others as inactive; i = inactive; x = no result given; & = joins results of further samples.

Below each compound – CSN inh, Tb MetRS inh, LMPTP block, MsrA inh, Rpn11 block, SUMO1 PPI mod, DNMT1 block, Scp1 inh, NadD inh, STEP block
(1) CC(=O)c1cccc(NC(=O)CC2S/C(=N/N=C3CCCCCC3)NC2=O)c1 (stereo not drawn)
    2, 1.0, -1.5, 0.0, i, 5, 0, -1, -10, -5
(2) O=C(NCCNc1ccc([N+](=O)[O-])cc1C(F)(F)F)c1ccccc1F
    -1, -0.6, -1.1, 1.1, i, -21, -2, -9, -5, 2
(3) O=C(C1CCN(S(=O)(=O)c2cnc[nH]2)CC1)N1CCN(c2ncccn2)CC1
    6, 0.2, 0.6, 0.9, i, 4, 2, -8, -8, 0
(4) CCN(C[C@H]1N[C@@](Cc2ccccc2)(C(=O)OC)[C@H]2C(=O)N(Cc3ccccc3)C(=O)[C@@H]12)C(=O)c1ccc(C)cc1
    -4, -1.1, 0.5, -0.7, i, 3, -9, -17, 1, 1
(5) CN(Cc1ccc2c(c1)OCCO2)C(=O)CN1C(=O)NC2(CCCCC2)C1=O
    1, 0.7, -0.7, 0.1, i, -4, 1, -14, 1, 0
(6) COc1ccc(C(C)=O)cc1CSCc1cc(C(C)=O)ccc1OC
    -2, -0.9, 0.6, -0.8, i, 4, -2, -22, -9, 0
(7) CCN1C(=O)c2ccccc2S(=O)(=O)c2ccc(C(=O)NCCCN(CC(C)C)CC(C)C)cc21
    -2, -0.1, -3.0, -0.2, i, 4, 0, -6, -5, -3
(8) CN(C)C(=O)CSc1nnc(C23CC4CC(CC(C4)C2)C3)o1
    -7, -0.6, -2.0, -0.3, i, -1, 2, -6, -3, 2
(9) Cc1cc(NC(=O)CSc2cn(CCNC(=O)c3ccccc3)c3ccccc23)no1
    34, 0.4, 4.3, x, i, 7, 72*, 39, -5, 6
(10) O=C(N/N=C/c1cc([N+](=O)[O-])cc(Br)c1O)C12CC3CCC(CC(C3)C1)C2
    4, 0.5, 2.3, 1.2, i, -15, 4, -15, 8, 2
(11) O=c1[nH]cnc(O)c1N=Nc1ccccc1
    -2, -0.5, -1.5, 2.6, i, -13, 0, -12, -1, 2
(12) COc1ccc(Br)cc1-c1nc2c(c(=O)[nH]c(=O)n2Cc2ccccc2)n1C
    1, -0.3, 0.3, -0.2, i, -74, 8, -12, 7, 2
(13) O=C(N1CCOCC1)C12CC3CC(C1)CC(n1cnc(Cl)n1)(C3)C2
    3, -1.4, -2.3, 0.1, i, -3, 4, 7, 1, 1
(14) COc1ccccc1CNC(c1ccccc1)c1ccccc1
    0, -0.5, -1.6, 1.2, i, 5, -2, -2, -8, 0
(15) CN(C)S(=O)(=O)c1ccc(S(=O)(=O)NCc2ccc3c(c2)OCO3)cc1
    -2, 0.8, -1.3, 0.2, i, 2, -1, 2, -2, -2
(16) O=C1CCC(C(=O)OCC(=O)c2c[nH]c3ccccc23)=NN1
    1, 1.1, -0.9, 0.0, i, 1, 10, -2, 0, 2
(17) Cc1ccc(-c2nc(NCc3ccc(F)cc3)n(S(C)(=O)=O)n2)cc1
    2, 0.2, 4.2, 0.0, i, -1, -6, -9, -8, 0
(18) COc1ccc(-n2c(SCC(N)=O)nc3nc4c(cc3c2=O)COC(C)(C)C4)cc1
    -1, -0.2, -0.9, -0.7, i, -2, 1, -4, -2, 5
(19) COc1ccc(NC(=O)CN2CCN(C3c4ccccc4-c4ccccc43)CC2)c(OC)c1
    0, -1.6, 3.6, -1.3, i, -8, -12, -6, 1, 4
(20) COc1ccc(C(=O)Nc2nnc(S(=O)(=O)N(C)Cc3ccc(F)cc3)s2)cc1OC
    0, -0.7, -2.4, -0.3, i, -46, -6, -1, -2, 0
(21) COc1ccc(Nc2nc(-c3cccnc3)cs2)c(OC)c1
    5, 0.9, 2.4, 0.5, i, -17, 13, 0, 0, 0
(22) COc1ccccc1C(=O)COC(=O)c1cc(=O)[nH]c2ccccc12
    3, -0.3, -0.7, 1.1, i, -31, 2, -5, -8, 0
(23) O=C(COC(=O)CCN1C(=O)/C(=C\C=C\c2ccccc2)SC1=S)Nc1cc(F)ccc1F
    8, 0.0, 4.9, 1.1, x, -5, 75*, -6, 35*, 3
(24) CC1(C)CC(=O)c2cc(OCC(=O)N3CCOCC3)ccc2O1
    -7, -0.5, -1.2, 0.0, i, -2, 6, -9, -9, -2
(25) Cc1ccc(S(=O)(=O)N2CCN(C(=O)COc3ccc(C)nc3[N+](=O)[O-])CC2)c(C)c1
    -8, 0.1, 1.1, 1.4, i, -22, 0, -6, -4, 2
(26) Cc1cccc(-n2c3nc(=O)[nH]c(=O)c-3cc3cc([N+](=O)[O-])ccc32)c1
    5, 1.9, -1.2, 0.1, i, -3, 17, -8, -1, 0
(27) Cc1cc(NC(=O)C(C)C)ncc1NC(=O)c1ccco1
    1, -0.2, -1.8, 0.3, i, -1, 0, x, -5, -2
(28) Cc1cccc(C)c1OCC(=O)Nc1cccc(NC(=O)c2ccco2)c1
    3, -1.2, 0.9, -0.5, i, 7, -10, -13, -5, -1
(29) CSc1nsc(SCC(=O)Nc2ccccc2)n1
    -2, 0.7, -0.2, 0.3, i, 4, -2, 4, -2, 0
(30) CNC(=O)CS(=O)CC(=O)Nc1cc(OC(C)C)c(Cl)cc1Cl (stereo not drawn)
    -4, 0.2, 0.0, 0.2, i, -1, -1, 3, -5, -3
(31) Cc1ccc(S(=O)(=O)Cn2nnnc2CN(Cc2ccco2)Cc2cccs2)cc1
    -2, -0.3, 0.1, 1.4, i, -2, -6, -2, -7, 6
(32) Cc1ccc(Cl)cc1N1CCN(C(CC(C)C)c2nnnn2CC2CCCO2)CC1 (stereo not drawn)
    -2, -1.7, 4.5, -0.8, i, -2, -4, -2, 2, 4
(33) CCCCNC(=O)CCn1ccc2cc(S(=O)(=O)N3CCCC3)ccc21
    -2, -0.5, 0.3, 0.8, i, 6, 2, -11, -2, -3
(34) Cn1cc([N+](=O)[O-])c(C(=O)Nc2ccc(-c3nc4ccccc4[nH]3)cc2)n1
    7, 1.6, 2.2, 2.8, i, 4, -2, -2, -3, -2
(35) COc1ccc(OC)c(NC(=O)COC(=O)CCC2CCCC2)c1
    0, 0.5, 1.7, -0.2, i, -2, -1, -8, -3, 4
(36) CCN(C(=O)COC(=O)c1nn(-c2ccccc2)c(=O)c2ccccc12)C1CCS(=O)(=O)C1 (stereo not drawn)
    -4, 0.1, -0.9, -0.1, i, -18, 0, -2, -3, 3
(37) CC1(C)CC2CC(C)(CN2C(=O)c2ccc([N+](=O)[O-])cc2)C1 (stereo not drawn)
    4, 0.5, -0.9, -1.3, i, -14, -5, -11, -6, 0
(38) CC(NC(=O)CN(C)S(=O)(=O)c1ccc2c(c1)c(=O)n(C)c(=O)n2C)c1ccccc1 (stereo not drawn)
    -2, 0.1, -1.6, 1.1, i, 14, -2, 2, 3, -1
(39) Cc1cc(C(=O)Nc2ccc(N3CCOCC3)c(Cl)c2)c(C)o1
    -2, -0.8, 3.0, -0.5, i, 1, 0, -11, 2, -2
(40) CC(=O)c1sc(N)nc1C
    3&1, -0.3&-0.3, -1.1&-0.4, 1.3&3.7, i, 11&-3, 0&-1, 0, 4&-3, 0&-1
(41) O=C(O)C1C2C=CC(C2)C1C(=O)OCc1ccccc1 (stereo not drawn)
    0, 0.6, -2.5, -0.2, i, 0, -6, 0, -4, -2
(42) N/C(=N\OC(=O)CCCOc1ccccc1)c1ccccn1
    2, -0.3, 0.4, -1.7, i, -2, 0, -1, 3, 0
(43) CCN(CC)CCCNc1nc(N)c([N+](=O)[O-])c(NCCO)n1
    0, 0.1, -0.2, 5.1*, i, -2, -1, -3, -7, -2
(44) COc1cccc(-n2c(-c3ccc4[nH]c(C)c(C)c4c3)n[nH]c2=S)c1
    -4, -0.8, -0.1, -0.7, i, 7, -9, 1, 21, 3
(45) CCc1ccccc1NC(=O)CCN1C(=O)c2ccccc2C1=O
    -4, 1.1, -1.2, -1.7, i, -5, 1, 8, -1, 2
(46) Cc1ccc(CNC(=O)CCc2c(C)nc3c(c(C)nn3-c3ccc(C)cc3)c2C)cc1
    5, 0.2, 0.7, -1.7, i, -6, 21, -9, 3, -1
(47) Oc1ccccc1/C=N/Nc1nc2ccccc2o1
    1, 0.1, 2.4, 3.4, i, -3, 2, -10, 2, 4
(48) O=C(O)c1ccc(NC(=S)NC(=O)c2cncc(Br)c2)cc1
    -3, 0.3, -0.9, 1.3, i, 8, 1, -2, 1, 0
(49) O=C(CNC(=O)c1ccc(Cl)cc1)OC1CCOC1=O (stereo not drawn)
    -1, -0.3, -0.9, 0.1, i, -1, 1, -7, -3, -2
(50) O=C(NNC(=O)c1cccc2ccccc12)c1ccc(Cl)cc1
    -2, -0.5, -1.9, 1.5, i, -23, -3, -12, -3, 1
(51) COc1ccc2c(c1)C(=O)N(c1ccccc1OC)C(=O)C2(C)C
    0, 0.0, -2.3, -0.5, i, 8, -2, -6, -8, -2

In another format: entries from further up
(35) COc1ccc(OC)c(NC(=O)COC(=O)CCC2CCCC2)c1
(51) COc1ccc2c(c1)C(=O)N(c1ccccc1OC)C(=O)C2(C)C
assay / entry,35,51
CSN inh,0,0
Tb MetRS inh,0.5,0.0
LMPTP block,1.7,-2.3
MsrA inh,-0.2,-0.5
Rpn11 block,i,i
SUMO1 PPI mod,-2,8
DNMT1 block,-1,-2
Scp1 inh,-8,-6
NadD inh,-3,-8
STEP block,4,-2

Screening data as filed in PubChem.

The order is random, and some 3.9% of all compounds hit somewhere here.
